SR-BI HDL uptake – mouse SR-BI HDL lipid transfer inhibition | Q61009 | 0.96% of 320,000 active | ldlA[mSR-BI] CHO cells, DiI-HDL uptake fluorescence, 3 h | inhibition, % at 12.5 µM | AID 488896;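 active = mean replicate inhibition of at least 70% and a set share of replicates each scoring 70 or more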;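 note: 0% = median of neutral control wells and 100% = median of positive control wells; values of inactives mirror those of a sister screen read the other way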
CAL PDZ FP-1 – inhibitors of human CAL PDZ peptide binding; purified CAL PDZ, TMR-peptide fluorescence polarization, 1 h; inhibition, % at 24.9 µM; 0.92% of 300,000 active; AID 602252;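 active = mean inhibition of at least 30% with at least half of replicates also reaching 30%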;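 note: 0% = DMSO neutral control and 100% = excess unlabeled competitor peptide PRC23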
PvdQ inh – blocks Pseudomonas aeruginosa PvdQ acylase activity; purified PvdQ acylase, fluorescence plate reader; inhibition, % at 10 µM; 0.063% of 340,000 active; in the data active = inhibition above about 30%, passing the limit was not always enough;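 note: 0% = vehicle neutral wells and 100% = reference inhibitor wells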
MITF act – activators of MITF-driven TRPM1 promoter activity in SK-MEL-5 cells; activation, % at 12.5 µM; 0.75% of 300,000 active; SK-MEL-5 TRPM1-promoter luciferase, 24 h; % of positive control, neutral wells = 0;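 active = mean activation of at least 80% with every replicate also reaching 80%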;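 note: 0% = neutral control wells and 100% = parthenolide positive control wells; values of inactives mirror those of a sister screen read the other way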
NSD2 inh – inhibitors of human histone methyltransferase NSD2. NSD2 peptide methylation, AlphaScreen, 120 min. inhibition, % at 12.5 µM. 0.54% of 310,000 active; in the data active = inhibition above about 50%
Target sequence (O96028 whole entry, looked up): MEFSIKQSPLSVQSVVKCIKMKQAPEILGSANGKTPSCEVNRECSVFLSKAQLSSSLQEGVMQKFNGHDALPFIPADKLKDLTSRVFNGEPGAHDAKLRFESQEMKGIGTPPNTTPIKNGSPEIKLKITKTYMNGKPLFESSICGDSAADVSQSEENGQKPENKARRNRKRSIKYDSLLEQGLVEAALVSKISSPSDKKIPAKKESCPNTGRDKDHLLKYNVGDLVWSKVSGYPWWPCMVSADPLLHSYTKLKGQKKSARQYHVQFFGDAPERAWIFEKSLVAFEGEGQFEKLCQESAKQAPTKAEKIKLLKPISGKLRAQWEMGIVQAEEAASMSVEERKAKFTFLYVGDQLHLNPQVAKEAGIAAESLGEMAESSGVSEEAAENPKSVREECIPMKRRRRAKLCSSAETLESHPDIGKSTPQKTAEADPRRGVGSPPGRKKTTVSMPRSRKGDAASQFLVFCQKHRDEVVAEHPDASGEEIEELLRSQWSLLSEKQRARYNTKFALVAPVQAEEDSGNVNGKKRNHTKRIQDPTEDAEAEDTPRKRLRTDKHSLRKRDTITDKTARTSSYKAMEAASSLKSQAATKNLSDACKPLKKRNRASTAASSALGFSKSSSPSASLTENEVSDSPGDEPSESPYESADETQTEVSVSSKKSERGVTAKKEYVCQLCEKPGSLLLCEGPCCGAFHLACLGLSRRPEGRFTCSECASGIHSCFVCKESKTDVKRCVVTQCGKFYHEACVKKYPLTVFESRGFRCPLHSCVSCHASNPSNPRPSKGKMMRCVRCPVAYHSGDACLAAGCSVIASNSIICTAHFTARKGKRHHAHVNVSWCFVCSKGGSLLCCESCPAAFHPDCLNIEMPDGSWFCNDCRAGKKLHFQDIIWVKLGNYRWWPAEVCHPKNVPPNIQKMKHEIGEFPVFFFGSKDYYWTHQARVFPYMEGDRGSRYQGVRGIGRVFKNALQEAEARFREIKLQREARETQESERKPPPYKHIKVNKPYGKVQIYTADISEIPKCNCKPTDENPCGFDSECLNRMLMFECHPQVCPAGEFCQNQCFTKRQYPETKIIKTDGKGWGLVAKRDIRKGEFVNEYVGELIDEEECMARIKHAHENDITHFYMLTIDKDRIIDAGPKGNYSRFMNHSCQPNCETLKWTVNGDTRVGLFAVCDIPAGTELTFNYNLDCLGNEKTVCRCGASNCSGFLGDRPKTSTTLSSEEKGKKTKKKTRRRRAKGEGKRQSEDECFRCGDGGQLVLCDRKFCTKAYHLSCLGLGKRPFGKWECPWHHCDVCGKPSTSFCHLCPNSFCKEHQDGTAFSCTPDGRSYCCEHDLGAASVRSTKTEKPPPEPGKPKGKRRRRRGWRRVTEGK
dFosB activator – activators of mouse delta FosB homodimer. P13346. purified delta FosB, TAMRA-CDK5 oligo fluorescence polarization; percent of positive-control signal above neutral wells. activation, % at 25 µM. 0.99% of 340,000 active;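 active = mean activation above about 17%, with every replicate also reaching it, limit read from the data, passing the limit was not always enough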;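 note: fluorescence polarization rise as delta FosB binds a TAMRA Cdk5 AP-1 oligo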
SR-BI uptake up – activators of SR-BI mediated HDL lipid uptake. CHO ldlA[mSR-BI] cells, DiI-HDL uptake fluorescence, 3 h; 100 = double the neutral-control signal. activation, % at 12.5 µM. 0.096% of 320,000 active. AID 504775;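 active = mean replicate activation of at least 60% and every replicate at or above 60%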;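 note: 0% = median plate neutral-control signal and 100% = twice that signal; values of inactives mirror those of a sister screen read the other way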
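System: LDL receptor-deficient CHO ldlA cells overexpressing murine SR-BI | Timing: 3 h uptake period with compound, 37 °C | Medium: HEPES-buffered (25 mM, pH 7.4) F12 plus 0.5% BSA | Dosing: Single-point compound dose | Signal: Bottom-read fluorescence, 550/595 nm | Read-out: Retained DiI signal reflecting DiI-HDL uptake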
CAL PDZ FP-2 – human CAL PDZ-peptide interaction inhibition | Q9HD26 | AID 504414 | purified CAL PDZ, TMR-peptide fluorescence polarization, 1 h | 0.02% of 330,000 active | inhibition, % at 20 µM;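 active = highest replicate inhibition of at least 40%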;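 note: plate controls were DMSO neutral control wells for no effect and unlabeled competitor peptide control wells for full effect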
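material = purified tagged CAL PDZ domain construct (CerCALP) | buffer or medium = sodium phosphate/NaCl buffer pH 7.4 with TCEP, IgG, Thesit | reagent = TMR-labelled reporter peptide T*-PRC34 bound in PDZ groove | incubation = 1 h room-temperature incubation prior to read | measured by = fluorescence polarization (mP) | evaluation = percent inhibition from loss of millipolarization | control set = unlabelled peptide and DMSO controls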
Rtt109 HAT inh – C. albicans Rtt109 histone acetyltransferase inhibition; purified Rtt109/Vps75, ThioGlo CoA-SH fluorescence, 4 h; inhibition, % at 34.9 µM; Q5AAJ8; 0.16% of 330,000 active; AID 540336;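 active = inhibition of at least 50% in every replicate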
PfHsp90 yeast 2 – growth inhibition of yeast expressing Plasmodium Hsp90 | 0.32% of 310,000 active | AID 504621 | inhibition, % at 9.4 µM | S. cerevisiae expressing PfHsp90, BacTiter-Glo ATP, 48 h; yeast lacking PDR1 and PDR3 efflux regulators;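 active = every replicate shows inhibition above about 80%, whatever the replicate mean, limit read from the data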;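 note: 0% = DMSO neutral controls and 100% = 20 µM radicicol positive controls; yeast relying on Plasmodium falciparum Hsp90 in place of its own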
* hit, by the source's call; . = no result given.

SMILES	SR-BI HDL uptake	CAL PDZ FP-1	PvdQ inh	MITF act	NSD2 inh	dFosB activator	SR-BI uptake up	CAL PDZ FP-2	Rtt109 HAT inh	PfHsp90 yeast 2
COc1ccc(N2C(=O)CC(SCCc3nc4ccccc4[nH]3)C2=O)cc1 (stereo unspecified)	-15.9	-2.5	-1.1	16.6	-0.1	-4.7	15.9	-3.3	0.2	.
CCN(Cc1ccncc1)C(=O)c1ccc(C)c(S(=O)(=O)N2CCCCC2)c1	10.8	.	-3.2	-15.3	0.8	-7.7	-10.8	-1.3	1.2	-7.8
Cc1ccc(Nc2nc3nonc3[nH]c2=O)cc1	-16.0	-4.4	-21.2	17.1	-3.5	0.8	16.0	-0.8	0.6	14.2
O=C(CSc1nnc(CNC(=O)c2c(F)cccc2F)o1)NCc1ccccc1Cl	3.5	-0.4	10.8	-6.1	0.2	0.7	-3.5	-0.1	7.5	-4.7
O=S(=O)(NC1CC2CCC1C2)c1ccc(Br)s1 (stereo unspecified)	-1.5	-2.2	-17.1	-2.7	-0.1	-0.1	1.5	-1.5	-0.8	-20.5
CC(C)(C)NC(=O)C(c1ccc(F)cc1)N(CCc1ccccc1)C(=O)c1ccn[nH]1 (stereo unspecified)	16.1	-5.9	-20.8	-6.0	-1.2	-4.4	-16.1	.	-4.0	-36.0
COc1ccc(S(=O)(=O)Nc2cccc3c2O[C@H](CN(C)S(=O)(=O)c2ccc(Cl)cc2)[C@H](C)CN([C@H](C)CO)C3=O)cc1	-4.5	-0.5	-7.0	-3.5	.	4.9	4.5	-0.6	-0.4	26.2
CC1CC(c2ccccc2)n2nc(NC(=O)c3ccco3)nc2N1 (stereo unspecified)	-15.7	3.9	-8.9	-12.5	0.1	-7.7	15.7	-3.2	1.8	-2.6
CN(CCCNC(=O)C1CCC(CNS(=O)(=O)c2ccccc2)CC1)Cc1ccccc1 (stereo unspecified)	-7.7	4.4	-12.8	4.2	4.0	-5.4	7.7	-1.9	-5.2	-9.0
O=C(c1cc(-c2ccccc2)nc2ccccc12)N1CCN(C2CCS(=O)(=O)C2)CC1 (stereo unspecified)	-5.1	.	-11.3	4.2	-0.2	-8.4	5.1	-0.4	-4.5	7.0
CCOc1ccc(C(=O)NCC(=O)OCc2cc(C(C)=O)ccc2OC)cc1	70.8*	-5.5	1.2	-3.0	-1.6	-1.7	-70.8	-3.4	0.5	11.1
CC(CCc1ccccc1)NC(=O)c1ccc(C(=O)NC(C)CCc2ccccc2)cc1 (stereo unspecified)	49.4	-16.9	-2.7	-73.9	-0.2	1.0	-49.4	-0.1	-1.6	-17.4
CCN(Cc1ccncc1)C(=O)c1cccc(S(=O)(=O)N2CCOCC2)c1	3.3	-0.9	-2.9	-8.8	.	-2.6	-3.3	-0.1	-1.0	-27.1
COc1ccc(OC)c(C(=O)CSc2nnc(-c3cccnc3)n2C)c1	0.9	3.1	-5.8	-13.4	2.2	-12.9	-0.9	-0.4	-5.4	-0.5
CN(C)C1=NC[C@H](Cc2ccccc2)N1CC1CCCCCC1	-15.2	-2.6	-1.5	7.1	.	-1.0	15.2	0.0	2.0	2.3
CCc1nn(CC(=O)N2CCC(C(N)=O)CC2)c(=O)c2cc3occc3n12	-24.1	-9.7	4.2	0.7	12.8	-3.0	24.1	-0.2	5.2	-9.9
O=C(c1ccncc1)c1ccc(N2CCN(C3CC(=O)N(Cc4cccs4)C3=O)CC2)cc1 (stereo unspecified)	.	-0.5	-1.4	-12.1	2.3	-4.4	.	-3.0	2.4	-11.8
CCc1ccc(S(=O)(=O)N2CC(=O)Nc3ccccc32)cc1	15.8	-0.7	5.4	3.9	-0.1	-4.0	-15.8	0.3	14.0	-5.7
Cn1nnnc1Sc1ncnc2scc(-c3cccc(C(F)(F)F)c3)c12	-25.5	-5.1	-5.2	-74.1	.	-5.9	25.5	-1.4	-6.0	7.0
COc1ccc(S(=O)(=O)N2CCOCC2)cc1NC(=O)CN1C(=O)NC(C)(C2CC2)C1=O (stereo unspecified)	8.6	-1.0	-6.0	5.0	-0.5	-0.3	-8.6	-0.4	-14.9	-20.8
CCCCCOC(=O)Cc1c(C)nc(-c2ccccc2)[nH]c1=O	-19.8	-1.3	15.3	0.4	-0.3	-0.9	19.8	-1.2	-0.4	0.0
CS(=O)(=O)c1ccc2c(c1)sc1nc(=O)c(/C=C3/C=CC(=O)C(O)=C3)c(N)n12	.	8.3	7.6	0.3	118.6*	-16.4	.	-2.5	7.1	17.8
C=CCN(c1ccccc1)S(=O)(=O)c1cccc(C(=O)Nc2cc(C)ccn2)c1	23.3	-3.3	-5.6	24.0	-1.2	1.2	-23.3	0.1	3.8	28.4
CC1=C(CO)C(=O)OC([C@@H](C)C2CC[C@H]3C4C[C@H]5O[C@]56[C@@H](O)C=CC(=O)[C@]6(C)C4CC[C@]23C)C1 (stereo partly specified)	-13.4	-0.3	0.1	-106.5	.	1.1	13.4	1.5	-9.4	4.8
O=C(CN1CC(c2ccccc2)CC1=O)N/N=C/c1cc(Br)ccc1O (stereo unspecified)	-30.5	-4.3	-7.8	-6.8	-0.3	-7.5	30.5	-3.2	-1.8	-17.3

Continued; it opens with the 2 that closed the last part.
SMILES	SR-BI HDL uptake	CAL PDZ FP-1	PvdQ inh	MITF act	NSD2 inh	dFosB activator	SR-BI uptake up	CAL PDZ FP-2	Rtt109 HAT inh	PfHsp90 yeast 2
CC1=C(CO)C(=O)OC([C@@H](C)C2CC[C@H]3C4C[C@H]5O[C@]56[C@@H](O)C=CC(=O)[C@]6(C)C4CC[C@]23C)C1 (stereo partly specified)	-13.4	-0.3	0.1	-106.5	.	1.1	13.4	1.5	-9.4	4.8
O=C(CN1CC(c2ccccc2)CC1=O)N/N=C/c1cc(Br)ccc1O (stereo unspecified)	-30.5	-4.3	-7.8	-6.8	-0.3	-7.5	30.5	-3.2	-1.8	-17.3
CSc1ccccc1N1CCN(C(=O)Nc2ccc3c(c2)NC(=O)CO3)CC1	59.1	0.0	-3.7	-3.9	1.5	-3.2	-59.1	-0.1	3.7	.
CC(C)Sc1nc2ncnc(N)c2[nH]1	7.4	3.7	-6.0	1.8	-0.8	4.9	-7.4	-0.3	0.9	14.1
Cc1sc2nc(SCC(=O)NCCCO)n(-c3ccccc3)c(=O)c2c1C	-17.6	.	-3.0	-12.8	-2.5	2.0	17.6	-0.6	14.6	-6.0
Cc1ccc(S(=O)(=O)c2cc3c(=O)n4ccccc4nc3n(C)c2=N)cc1C	-7.8	-4.7	-2.8	1.8	-0.4	-5.0	7.8	-3.7	-2.7	-3.8
O=C(Nc1ccc2c(c1)OCO2)c1cc2ncc(Br)cn2n1	-23.1	-1.9	-5.6	26.4	9.5	27.6*	23.1	-1.0	2.0	-13.3
Cc1ccc(-n2ncc3c(=O)n(CC(=O)N4CCCc5ccccc54)cnc32)cc1C	.	-3.6	-11.2	14.8	-7.2	-12.4	.	-0.8	-1.3	-0.5
CCC(C)(C)NC(=O)C(c1ccccc1Cl)N(C(=O)CCC(=O)Nc1cc(C)on1)C(C)(C)C (stereo unspecified)	.	-3.3	10.9	-2.5	-1.4	-8.4	.	0.0	9.7	-7.9
CC(=O)/C(N=Nc1nc2c([nH]1)c(=O)n(C)c(=O)n2C)=C(\C)O	-30.8	-6.3	19.8	6.2	1.9	3.5	30.8	-1.2	-6.1	-7.0
c1ccc(-n2ncc3c(N4CCCCC4)ncnc32)cc1	7.9	.	-12.7	-15.6	.	-10.5	-7.9	0.5	1.5	15.0
COc1ccccc1NC(=O)CCCN1C(=O)C(c2ccccc2)Oc2cccnc21 (stereo unspecified)	18.0	-3.2	-10.6	-7.9	-5.2	-7.3	-18.0	-1.7	-2.1	10.5
Cc1ccc(S(=O)(=O)NN2C(=O)c3ccccc3NC2c2ccccc2O)cc1 (stereo unspecified)	-2.6	-2.6	-2.6	7.3	13.6	-2.6	2.6	-0.2	5.8	-0.9
Cc1cc(C(=O)NN)n[nH]1	-20.8	-2.6	1.8	.	-4.4	5.8	20.8	0.0	-6.6	-0.8
CC(Sc1nc(N)cc(=O)[nH]1)C(=O)Nc1cccc(Cl)c1 (stereo unspecified)	-7.5	-4.2	-3.8	-17.2	-1.2	-0.6	7.5	-1.3	0.5	6.2
CCOc1ccc(-c2cc(CCCC(=O)Nc3cccc(OC)c3)no2)cc1	10.0	-5.3	0.2	-64.9	.	-5.7	-10.0	-1.1	2.7	-14.7
COc1ccc(CC(=O)Nc2ccccc2NC(=O)c2ccco2)cc1OC	-11.2	0.7	-2.2	-8.6	-4.0	0.2	11.2	-1.6	0.4	-9.8
CCn1c(-c2ccc(N)cc2)nc2ccccc21	28.4	.	-25.2	30.2	.	-1.9	-28.4	-0.4	-5.5	14.6
CC(C)/C=N/Nc1nc(-c2ccc(Br)cc2)cs1	19.5	-3.1	-9.8	52.3	0.4	-9.2	-19.5	-0.4	11.7	-13.9
COc1cc(NC(=O)c2cc(S(=O)(=O)N3CCCCC3)c[nH]2)cc(OC)c1	-8.4	.	-18.7	-14.0	.	100.2*	8.4	0.4	-23.8	16.7
CC1(c2ccccc2Br)NC(=O)N(CC(=O)NC2CCCCC2)C1=O (stereo unspecified)	-17.7	-7.1	-19.6	6.8	0.5	2.5	17.7	-1.0	0.4	0.0
CCn1c(=O)c([N+](=O)[O-])c(NCCc2ccccc2)c2ccccc21	25.0	-3.7	-23.1	-4.0	3.9	-5.5	-25.0	-5.9	-11.1	-2.4
CCOC(=O)c1cccc(NC(=O)CSc2nncn2-c2ccccn2)c1	.	-2.5	-5.5	-7.7	-6.5	-18.3	.	-2.0	1.3	7.6
CCCc1nc2c(=O)[nH]c3ccccc3c2o1	12.8	-4.5	0.3	.	2.4	-5.4	-12.9	-1.2	7.4	.
CCc1c(O)nc2ccccn2c1=O	-4.7	5.9	-17.9	-5.3	-0.8	-5.9	4.7	0.2	-1.9	13.5
CCOc1ccc(/C=N/N(C)c2ccccc2)cc1OC	48.0	-12.2	0.8	108.9*	12.0	-1.9	-48.0	.	5.0	-23.4
COC(=O)c1sccc1N(C)S(C)(=O)=O	-9.3	-4.1	13.7	8.3	.	-2.1	9.3	-2.3	12.5	-1.1
O=C1ON=C(c2ccccc2)/C1=C/c1ccc(O)c(O)c1	-14.7	-3.4	-3.4	-15.6	24.5	2.9	14.7	0.1	19.1	-6.4
NC(N)=NC(=S)Nc1ccc(Cl)cc1	8.9	-1.5	-6.0	25.7	1.1	-1.6	-8.9	-0.8	4.3	11.1

Assay outcomes as filed in PubChem.
